# TRHR enhancer: TRH receptor (human) allosteric enhancement; P34981; TRHR cells, fluo-8 calcium fluorescence, EC20 TRH enhancement; enhancement, % at 2 µM; actives 0.66% (n = 360,000); AID 493056; in the data active = enhancement above about 30%; also: 0% is about no effect
# Target sequence (P34981 whole entry, looked up): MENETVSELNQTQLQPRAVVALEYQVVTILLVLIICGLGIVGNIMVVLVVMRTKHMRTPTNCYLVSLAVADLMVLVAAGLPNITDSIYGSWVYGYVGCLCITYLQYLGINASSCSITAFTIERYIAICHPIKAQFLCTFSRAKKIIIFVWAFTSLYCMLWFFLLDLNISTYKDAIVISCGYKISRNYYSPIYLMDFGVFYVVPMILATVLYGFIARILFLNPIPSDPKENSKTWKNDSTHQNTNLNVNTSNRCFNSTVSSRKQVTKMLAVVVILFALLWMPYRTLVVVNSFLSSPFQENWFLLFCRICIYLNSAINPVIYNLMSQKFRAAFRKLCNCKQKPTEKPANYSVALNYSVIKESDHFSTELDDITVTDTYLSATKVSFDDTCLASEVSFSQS
#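 TRHR-expressing cells loaded with fluo-8 calcium dye were read kinetically (ex 480/em 530) during compound addition, then stimulated with an EC20 of TRH (10 nM final). Enhancement of the Gq-mediated intracellular calcium response was scored.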
# TRHR ag: TRH receptor (human) agonism; P34981; TRHR cells, calcium flux fluo-8, FDSS agonist mode; activation, % at 2 µM; actives 0.18% (n = 360,000); AID 493084; in the data active = activation above about 30%; also: 0% is about no effect
#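 TRHR-expressing cells, plated overnight in medium with 10% serum, were loaded with fluo-8 calcium dye at room temperature. After a 10 s baseline, library compound was pin-added and calcium release was recorded kinetically (ex 480/em 530) as agonist response.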
# D2 antagonist: antagonizes the human D2 dopamine receptor; HEK293 TREx D2 cells, calcium flux, dopamine EC80; actives 2% (n = 340,000); inhibition, % at 10 µM; in the data active = inhibition above about 30%; also: 0% is about no effect
#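 Measurement of antagonist activity uses fluorescent calcium dye in inducible HEK293 T-REx D2 cells: 10 s baseline, compound addition with 180 s read, EC80 dopamine addition with a further 180 s read.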
# D2 agonist: agonists of human D2 dopamine receptor. P14416. HEK293 T-REx D2 cells, calcium flux agonist mode. activation, % at 2 µM. actives 0.53% (n = 340,000);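 active = activation over 3 SD above normal in the single-dose calcium agonist read, cut at about 30% in these data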; also: 0% is about no effect
#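 Tetracycline-induced HEK293 T-REx cells with force-coupled D2 receptor, plated overnight at 30 C, loaded with no-wash calcium dye. After a 10 s baseline, compound was pin-added and calcium flux read kinetically for 180 s; calcium rises flagged agonists.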
# PI4K2A inh: PI4K2A (human) kinase inhibition | Q9BTU6 | purified PI4K2A, ADP-Glo luminescence, 1 h; active compounds read low | activity change, negative = inhibition, % at 76.9 µM | actives 0.13% (n = 420,000) | AID 1346378; in the data active = activity change below about -50%; inconclusive = mostly about -30% to -49%;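 also: -100% = wells without enzyme as full effect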
#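 ADP-Glo luminescence measured ADP generated by PI4K2A enzyme (4 ug/mL before mixing) with 1.2 mM PI substrate (pre-mix) and 300 microM ATP (pre-mix). Tris pH7.5 buffer with MgCl2, Triton X-100; 1 h reaction at ambient temperature.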
# TrxR1 substrate: is turned over as a substrate by rat TrxR1 | O89049 | purified TrxR1 substrate turnover, NADPH consumption readout | Potency, µM (highest dose often 114 µM), for inactives: at the top dose activity change, negative = substrate turnover | actives 0.01% (n = 390,000) | AID 588456; also: potency is read from the fitted curve at half-maximal effect; % is scaled to controls: 0 for no effect and ±100 for the full control effect; nearly all actives have a fitted effect of over 50% in size
#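 Rat TrxR1, dispensed at 90 nM, was prereduced with 400 uM NADPH (final) for 5 min at ~22 deg C, then incubated with compound 15 min before 400 uM selenite. A first-read NADPH fluorescence drop versus no-compound background flagged substrates.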
# USP1 inh: blocks the human USP1/UAF1 deubiquitinase complex | recombinant USP1/UAF1, Ub-Rhodamine cleavage fluorescence | Potency, µM (series often up to 57.1 µM), without a hit: at the top dose activity change, negative = inhibition, usual class: inhibitors | actives 0.23% (n = 390,000) | AID 743255; also: potency is read from the fitted curve at half-maximal effect; % is scaled to controls: 0 for no effect and ±100 for the full control effect; nearly all actives have a fitted effect of over 60% in size; inactives centre near -12
#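 Step one: compound is pinned into 1nM USP1/UAF1 in HEPES pH 7.8 buffer with TCEP. Step two: 15 min room-temperature incubation. Step three: Ub-Rho (150nM final) starts cleavage, tracked by fluorescence over six one-minute reads.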
# rTrxR1 inhibitor: blocks rat thioredoxin reductase 1; recombinant rTrxR1, NADPH fluorescence consumption, selenite substrate; Potency, µM (top dose mostly 114 µM), without a hit: at the highest dose activity change, negative = inhibition, actives largely listed as inhibitors; AID 588453; actives 1% (n = 390,000); also: potency is read from the fitted curve at half-maximal effect; % is scaled to controls: 0 for no effect and ±100 for the full control effect; nearly all actives have a fitted effect of over 65% in size
#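 Rat TrxR1 (90 nM in the dispensed reagent) was pre-reduced with 400 uM NADPH for 5 min at room temperature, then incubated with compound for 15 min. After 400 uM selenite was added, NADPH fluorescence (Ex 340/Em 450 nm) was followed for 8 min.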
# mIDH1 inhibitor: human IDH1 R132H inhibition | O75874 | IDH1-R132H enzyme, NADPH consumption, diaphorase/resazurin fluorescence | Potency, µM (titrated, usually from 76.6 µM), for the others: at the top dose activity change, negative = inhibition, hits mostly inhibitors | actives 0.093% (n = 390,000) | AID 602179; also: potency is read from the fitted curve at half-maximal effect; % is scaled to controls: 0 for no effect and ±100 for the full control effect; nearly all actives have a fitted effect of over 65% in size
# Target sequence (O75874 whole entry R132H, stated change not applied): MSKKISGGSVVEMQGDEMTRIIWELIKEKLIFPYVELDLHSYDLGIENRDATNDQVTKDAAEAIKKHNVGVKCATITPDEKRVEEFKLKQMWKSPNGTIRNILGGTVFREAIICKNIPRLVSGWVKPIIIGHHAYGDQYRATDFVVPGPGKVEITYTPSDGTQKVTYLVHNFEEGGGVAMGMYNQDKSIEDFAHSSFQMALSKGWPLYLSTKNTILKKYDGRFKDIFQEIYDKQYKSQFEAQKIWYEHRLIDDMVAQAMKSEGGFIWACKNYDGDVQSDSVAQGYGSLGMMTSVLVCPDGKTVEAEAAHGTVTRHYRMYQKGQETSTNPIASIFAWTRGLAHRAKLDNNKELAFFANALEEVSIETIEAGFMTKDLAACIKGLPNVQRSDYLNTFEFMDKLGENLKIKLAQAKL
#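 IDH1-R132H (0.5 ug/mL dispensed) in pH 7.5 Tris buffer was preincubated 30 min with compound, then given a substrate mix of 0.016 mM NADPH and 2 mM alpha-KG for 80 min at room temperature; remaining NADPH was read by diaphorase/resazurin fluorescence.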
# Starred values were filed as active, the others as inactive; u = inconclusive; x = no result given; [ ] = dose if it differs, or a comment. Unless noted, calls follow the shape of the dose curve; as a rule, active = well fitted inhibition curve with a large enough effect; inconclusive = small, poorly fitted or top-dose-only effect; inactive = no such curve, though single readings can be large or run the other way. An unsorted share of the library. About 3.9% of those tested had a hit in this group.
SMILES,TRHR enhancer,TRHR ag,D2 antagonist,D2 agonist,PI4K2A inh,TrxR1 substrate,USP1 inh,rTrxR1 inhibitor,mIDH1 inhibitor
CC(=O)c1ccc(NC(=O)c2ccccc2Sc2ncnc3sc(C)c(C)c23)cc1,0,-0.2,x,x,0,-10%,-15%,-4%,-2%
CCN(CC)CCNC(=O)c1ccccc1N,-2,0.3,10,-0.4,-25,140%[activator],-12%,-7%,6%
COc1ccc(NC(=O)C(Br)C(C)C)cc1 (configuration not stated),-1,0.1,0,0.4,1,4%[57.1 µM],-2%,25%[57.1 µM],3%
C/C(=N\NC(=O)C(=O)Nc1cc(C)ccc1C)c1ccncc1,-1,0.4,2,-0.2,2,-2%,-10%,27%,4%
Cc1ccc(S(=O)(=O)/N=C(/NC(=S)Nc2cccc(C)c2)c2ccccc2)cc1,-3,-0.1,14,0.1,-1,-2%,-24%,u,0%
Cc1cc(OCC(=O)O/N=C(\N)c2ccccc2)ccc1Br,-6,1.0,1,30*,8,0%,-5%,13%,10%
O=C(C1CCCN1C(=O)c1cccs1)N1CCN(Cc2ccc3c(c2)OCO3)CC1 (configuration not stated),5,-0.4,37*,63*,0,-4%,-15%,-20%,1%
CSc1ccccc1NC(=O)c1ccc(Br)o1,0,-0.8,6,-0.4,11,4%,4%,4%,4%
CC(=O)Nc1ccccc1C(=O)C(=O)Nc1cccc(C(=O)NCc2ccc(C)cc2)c1,1,0.2,-9,-0.3,x,x,x,x,x
COc1ccccc1NC(=O)N1CCCC1C(=O)NC1CCCCC1 (configuration not stated),-6,-0.2,-6,-0.4,-7,11%[57.1 µM],2%,7%[57.1 µM],-1%
COc1ccccc1CNC(=O)CCCCn1c(=O)c2ccccc2n(Cc2ccccc2C)c1=O,26,-0.9,x,0.6,-1,3%,-5%,24%,6%
COC(=O)c1ccc(NC(=O)CCn2cnnn2)cc1,-3,0.3,x,-0.3,-3,-3%[57.1 µM],-20%,20%[57.1 µM],-13%
CN(Cc1ccccc1)S(=O)(=O)c1nnc(NC(=O)c2ccccc2Cl)s1,13,-0.1,x,0.0,-3,3%,-11%,21%,11%
Cc1ccsc1C(=O)c1sccc1C,-2,-0.7,-12,-0.9,-3,9%[57.1 µM],-17%,20%[57.1 µM],12%
CN(C(=O)COc1ccc(Cl)cc1)c1nnc(C23CC4CC(CC(C4)C2)C3)s1,0,0.0,7,-0.4,x,x,x,x,x
O=C(C=P(c1ccccc1)(c1ccccc1)c1ccccc1)c1ccccc1-c1ccccc1C(=O)C=P(c1ccccc1)(c1ccccc1)c1ccccc1,x,x,x,x,3,-7%,0%,u,23µM*
COc1cc(/C=N/n2c(=S)[nH]nc(C)c2=O)cc([N+](=O)[O-])c1O,0,-0.7,-29,-0.7,-1,-10%[57.1 µM],-19%,-10%[57.1 µM],-10%
COc1ccc(-c2cc(C(=O)NCCN3CCOCC3)no2)cc1OC,-2,0.3,-1,-0.4,6,2%,-6%,3%,13%
COc1ccc(OCCCn2cc(/C=C3/C(=N)N4C=C(C)SC4=NC3=O)c3ccccc32)cc1,-4,0.0,2,-0.5,7,-9%,-18%,-9%,0%
Cc1ccc2c(CC(=O)NCc3ccco3)coc2c1C,-2,0.8,-12,-0.8,-5,-1%[57.1 µM],-6%,-14%,5%
O=C(NCc1ccc(F)cc1)c1cnccn1,10,0.0,-4,0.4,0,2%,-12%,11%,3%
COc1cc(OC)c(OC)cc1CNCc1ccc2c(c1)OCO2,4,-0.2,-20,-0.6,7,-9%[2.29 µM],-6%,24%,10%
CCN(CC)c1ccc(C(=O)N/N=C(\C)c2ccc(O)cc2)cc1,-7,0.4,4,1.3,2,-14%,-17%,-14%,3%
C#CCOCCOCCOCCNc1nc(N2CCOCC2)nc(N2CCN(C(=O)[C@H]([C@@H](C)CC)n3cc(CCCCN)nn3)CC2)n1,-2,0.2,15,-0.8,2,4%,-18%,10%,-4%
CC(=O)c1cc(-c2ccccc2)n(CC(=O)Nc2cc(C)cc(C)c2)c1C,2,-1.0,0,-1.8,1,-5%,-10%,-3%,-5%
CCCN(CCC)C(=O)c1ccc2c(c1)N(Cc1ccccc1)C(=O)CS2=O (configuration not stated),-2,0.6,-4,2.1,-5,4%[57.1 µM],-14%,17%[57.1 µM],8%
CC(C)OC(=O)c1c(NC(=O)c2cc3nc(-c4ccccc4)cc(C(F)(F)F)n3n2)sc2c1CCCC2,-8,1.0,x,0.5,-3,-6%[57.1 µM],-9%,2%[57.1 µM],11%
CCc1nc(SCC(=O)NNC(=O)C2CCCCC2)c2ccccc2n1,-12,-0.5,4,-0.4,0,4%[57.1 µM],-11%,0%[57.1 µM],-2%
CC1CCCCN1S(=O)(=O)c1ccc(NC(=O)c2ccco2)cc1 (configuration not stated),-3,-1.0,x,x,-4,2%,-3%,1%,0%
CC(C)c1ccc2nc(N)sc2c1,3,-0.2,-19,-0.3,-1,12%[57.1 µM],-15%,27%[57.1 µM],0%
Cc1nc(SCc2nc3ccccc3[nH]2)c2oc3ccccc3c2n1,1,1.1,-12,0.4,-15,-6%,-27%,-3%,-3%
O=C(NCc1ccco1)c1nnc(Cc2ccc(Cl)cc2)o1,0,-0.6,3,0.9,3,-1%,-13%,7%,-2%
COCC(=O)NNC(=S)Nc1cccc(C)c1C,2,0.4,12,-0.2,2,3%[57.1 µM],-4%,-10%[57.1 µM],5%
COc1ccc(-n2nc(C(=O)NCC(=O)N3CCCC3)c3ccccc3c2=O)cc1Cl,4,-0.2,-3,-1.4,-2,-1%,-14%,13%,-2%
Cc1ccc(-n2c(N)c(S(=O)(=O)c3ccccc3)c3nc4ccccc4nc32)cc1,-7,0.8,-1,-0.4,0,56%[activator][57.1 µM],-1%,20%[57.1 µM],6%
COc1ccc(NC(=O)CSc2nnnn2C)c([N+](=O)[O-])c1,-1,0.0,6,0.3,-3,1%[57.1 µM],-5%,13%[57.1 µM],5%
COc1ccccc1-c1nnc(-c2ccc(F)cc2)o1,x,x,x,x,0,11%[57.1 µM],-14%,-4%[57.1 µM],3%
N=c1c(S(=O)(=O)c2ccccc2)cc2c(=O)n3ccccc3nc2n1C1CCCC1,4,-0.3,-10,-0.1,-9,8%,-23%,26%,18µM*
Cc1nn(C)cc1S(=O)(=O)N1CCN(Cc2ccc(F)cc2Cl)CC1,-15,0.4,10,-0.4,-3,-8%[57.1 µM],u,2%[57.1 µM],2%
O=C(Nc1cccc(S(=O)(=O)N2CCOCC2)c1)C(c1ccccc1)N1CCCCC1 (configuration not stated),-9,-0.4,x,x,4,1%[57.1 µM],-4%,14%[57.1 µM],1%
O=C(NN1C(=O)C2C(C1=O)C1C=CC2C12CC2)c1ccncc1 (configuration not stated),7,-0.7,-17,-0.8,-5,8%,-14%,9%,-5%
Cc1cccn2c(=O)c3cc(C(=O)Nc4ccc(Cl)c(Cl)c4)sc3nc12,0,0.8,x,0.3,-4,54%[activator],14%,-1%,2%
O=C(Nc1c(Cl)cccc1Cl)c1cc(-c2cccc(O)c2)on1,3,-0.8,x,-0.5,-5,-1%,u,-4%,3%
CC(C)=CC(=O)Nc1ccc(OCc2ccccc2)cc1,1,-1.2,-9,-4.2,2,6%[57.1 µM],-14%,10%,-3%
CC(=O)Nc1cc(-c2ccc(Cl)cc2)[nH]n1,2,-0.2,-25,0.1,0,1%,-11%,27%,3%
CC1CC2(CCCC2)N(C(=O)c2ccccc2)Cc2ccccc21 (configuration not stated),-4,-0.9,12,-1.2,-2,3%,-23%,6%,0%
N#Cc1c(NC(=O)c2cnccn2)sc2c1CCCC2,10,-1.6,10,-1.2,-7,-4%,-7%,-9%,2%
CCOC(=O)c1nnn(-c2nonc2N)c1CNc1ccc(C)c(Br)c1,-6,0.0,-21,0.0,-2,-3%,-28%,17%,2%
COc1ccc(-c2nnc3n2CCCCC3)cc1OC,2,0.2,-8,1.9,-3,0%[57.1 µM],-3%,3%[57.1 µM],-5%
S=C(NCCSCc1ccc(Cl)cc1Cl)Nc1ccccc1,1,1.6,-10,0.1,7,-9%,-16%,-18%,14%

# 3 structures already listed, ordered by SMILES length, high to low:
SMILES,TRHR enhancer,TRHR ag,D2 antagonist,D2 agonist,PI4K2A inh,TrxR1 substrate,USP1 inh,rTrxR1 inhibitor,mIDH1 inhibitor
CCOC(=O)c1nnn(-c2nonc2N)c1CNc1ccc(C)c(Br)c1,-6,0.0,-21,0.0,-2,-3%,-28%,17%,2%
CC1CC2(CCCC2)N(C(=O)c2ccccc2)Cc2ccccc21 (configuration not stated),-4,-0.9,12,-1.2,-2,3%,-23%,6%,0%
COc1ccc(-c2nnc3n2CCCCC3)cc1OC,2,0.2,-8,1.9,-3,0%[57.1 µM],-3%,3%[57.1 µM],-5%

# Following part.
SMILES,TRHR enhancer,TRHR ag,D2 antagonist,D2 agonist,PI4K2A inh,TrxR1 substrate,USP1 inh,rTrxR1 inhibitor,mIDH1 inhibitor
COc1ccc2c(c1)c(=O)c(S(=O)(=O)c1ccccc1)cn2CC(=O)Nc1ccc2c(c1)OCO2,1,0.2,x,1.0,0,-6%,-23%,-7%,-4%
CCCCN1C(=N)N([C@@H](C)CN2CCC[C@H]2CN2C(N)=NC[C@H]2C(C)C)C[C@H]1[C@H](C)CC,x,x,x,x,4,1%,u,19%,0%
CC(=O)C1=C(C)NC(SCC(=O)Nc2nc3ccccc3s2)=C(C#N)C1c1ccc(Cl)cc1 (configuration not stated),3,-0.5,x,x,2,-3%,-23%,-15%,-6%
O=S1(=O)CC/C(=N/Nc2ccccn2)c2cc(F)ccc21,-4,0.3,1,-1.4,2,-14%,-16%,-12%,9%
O=C(NCc1ccccc1)N1CCN(c2ccc(Cl)c(Cl)c2)CC1,5,-0.2,-1,-0.1,-6,13%[57.1 µM],-6%,6%[0.457 µM],-5%
CC(NC(=O)OC(C)(C)C)C(=O)Oc1ccc2ccc(=O)oc2c1 (configuration not stated),3,0.9,-14,0.7,8,46%[activator][57.1 µM],1%,u,2%
